Tn7 DDE FP: inhibitors of Tn7 peptide binding to fibrin DD(E), primary screen, biochemical, fluorescence polarization, human fibrin, Tn7 probe. FP displacement of FITC-Tn7 peptide from fibrin DD(E); 0% = median of compound wells per plate. AID 720508, 2013. 370,000 compounds, 0.13% hits. Fibrinogen beta chain (Homo sapiens), P02675. inhibition, % at 8.3 µM;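 active = inhibition above the mean of compounds falling within the control limits plus 3 SD of them, cut at about 14% in these data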;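 also: 0% = plate median of compound wells and 100% = 10 µM Aha-Tn7 peptide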
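Assay system: human fibrin DD(E) protein / Input: 2 µM fibrin DD(E) / Benchmarks: high control of 10 µM Aha-Tn7 peptide / Measured by: fluorescence polarization of the labelled Tn7 tracer / Medium: Tris buffer with calcium and detergent, pH 7.8 / Timing: 10 min compound pre-incubation, 3 h probe incubation at room temperature / Repeats: one replicate per compound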
ADAM10 inh: human ADAM10 inhibitors, primary screen, biochemical, QFRET, HTS; recombinant ADAM10, EDANS/DABCYL FRET peptide cleavage, 3 h; 370,000 compounds, 0.62% hits; AID 720582, 2013; Disintegrin and metalloproteinase domain-containing protein 10 (Homo sapiens), O14672; inhibition, % at 7 µM;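 active = inhibition above a per-campaign cutoff equal to the mean of compounds falling between control-based bounds plus 3 SD, cut at about 20% in these data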;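 also: 0% = DMSO wells while the 100% control is not disclosed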
DDE Tn6 FP inh: inhibitors of Tn6 peptide binding to fibrin DD(E), primary screen, biochemical, fluorescence polarization, human fibrin, Tn6 probe; Fibrinogen beta chain (Homo sapiens), P02675; inhibition, % at 8.3 µM; 370,000 compounds, 0.21% hits; Fibrin DD(E) TRITC-Tn6 fluorescence polarization displacement;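 active = inhibition above a per-campaign cutoff: mean of compounds within control limits plus 3 SD, cut at about 15% in these data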;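 also: 0% = median of all compound wells on the plate and 100% = blocking peptide control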
PLCb3 inh: human PLC-beta3 inhibitors, primary screen, biochemical, fluorescence; inhibition, % at 12.2 µM; AID 720704, 2013; Purified PLC-beta3, fluorogenic substrate; 370,000 compounds, 0.18% hits; in the data active = inhibition above about 11%;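 also: 0% = median of compound wells on plate and 100% = full blocker control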
TDP2 absorb: human TDP2 enzyme inhibitors, primary screen, biochemical, epi absorbance, recombinant enzyme; AID 720702, 2013; 370,000 compounds, 0.34% hits; Tyrosyl-DNA phosphodiesterase 2 (Homo sapiens), O95551; inhibition, % at 12.8 µM; T5PNP hydrolysis, p-nitrophenol absorbance 415 nm;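 active = inhibition above the mean of all tested compounds plus 3 SD, set per campaign, cut at about 25% in these data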;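 also: 0% = DMSO with enzyme and 100% = buffer with substrate but no TDP2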
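Test system: Human TDP2 enzyme | Reagent: 5 mM T5PNP | Compound dosing: 12.8 µM single point, 1% DMSO | Incubation: Enzyme reaction with compound for 2 h at 37 °C | Technique: p-Nitrophenol epi absorbance | Read-out: % inhibition relative to enzyme-containing and enzyme-free wells | Benchmarks: High control without enzyme, low control DMSO plus TDP2 | Replicates: Singlicate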
PLCg1 inh: PLC-gamma1 enzyme inhibitors, primary screen, biochemical, fluorescence, purified enzyme. 370,000 compounds, 0.84% hits. inhibition, % at 12.2 µM. AID 720700, 2013. fluorogenic substrate; in the data active = inhibition above about 9.5%
Target sequence (P19174 whole entry, looked up): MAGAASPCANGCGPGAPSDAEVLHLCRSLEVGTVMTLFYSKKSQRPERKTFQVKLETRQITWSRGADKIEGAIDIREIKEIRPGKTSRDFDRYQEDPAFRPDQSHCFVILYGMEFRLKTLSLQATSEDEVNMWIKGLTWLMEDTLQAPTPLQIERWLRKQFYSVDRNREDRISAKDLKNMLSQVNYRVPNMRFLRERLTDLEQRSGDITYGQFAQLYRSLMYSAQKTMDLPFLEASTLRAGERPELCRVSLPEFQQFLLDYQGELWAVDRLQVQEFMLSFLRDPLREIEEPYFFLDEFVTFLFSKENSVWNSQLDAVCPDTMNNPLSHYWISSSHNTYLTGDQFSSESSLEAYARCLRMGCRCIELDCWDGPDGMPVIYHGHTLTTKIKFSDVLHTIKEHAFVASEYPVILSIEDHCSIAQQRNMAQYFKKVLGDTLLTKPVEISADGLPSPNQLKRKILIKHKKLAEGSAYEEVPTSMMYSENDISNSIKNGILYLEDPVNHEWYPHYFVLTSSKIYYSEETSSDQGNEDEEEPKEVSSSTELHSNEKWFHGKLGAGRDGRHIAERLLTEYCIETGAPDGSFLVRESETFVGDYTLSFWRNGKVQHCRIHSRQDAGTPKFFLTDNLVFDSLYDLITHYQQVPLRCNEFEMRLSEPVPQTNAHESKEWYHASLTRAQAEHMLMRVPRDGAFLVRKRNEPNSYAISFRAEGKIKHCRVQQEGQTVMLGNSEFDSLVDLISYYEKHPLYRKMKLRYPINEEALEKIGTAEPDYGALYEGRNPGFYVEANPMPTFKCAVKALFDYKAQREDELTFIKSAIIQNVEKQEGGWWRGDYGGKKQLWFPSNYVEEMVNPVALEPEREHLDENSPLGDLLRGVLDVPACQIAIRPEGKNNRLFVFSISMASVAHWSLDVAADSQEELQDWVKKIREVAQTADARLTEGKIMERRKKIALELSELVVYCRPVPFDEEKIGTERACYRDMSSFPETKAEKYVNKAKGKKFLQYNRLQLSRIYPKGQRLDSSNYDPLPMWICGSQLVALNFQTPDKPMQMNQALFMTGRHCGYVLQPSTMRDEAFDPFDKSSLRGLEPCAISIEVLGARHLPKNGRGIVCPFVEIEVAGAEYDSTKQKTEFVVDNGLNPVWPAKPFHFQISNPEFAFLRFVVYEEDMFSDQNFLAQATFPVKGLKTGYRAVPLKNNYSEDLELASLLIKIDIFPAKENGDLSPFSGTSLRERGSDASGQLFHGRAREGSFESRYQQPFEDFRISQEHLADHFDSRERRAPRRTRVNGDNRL
SIAE primary: human SIAE inhibitors, primary screen, biochemical, fluorescence polarization, FP-Rh probe, 1536-well HTS; Sialate O-acetylesterase (Homo sapiens), Q9HAT2; SIAE FP-Rh probe binding; inhibition, % at 9.66 µM; 370,000 compounds, 0.69% hits; AID 1053197, 2014;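 active = inhibition above a cutoff: mean of compounds within the control limits plus 3 SD of those, cut at about 17% in these data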;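 also: 0% = plate median of compound wells and 100% = probe without SIAE protein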
ADAM17 inh: ADAM17 inhibitors, primary screen, biochemical, QFRET. Disintegrin and metalloproteinase domain-containing protein 17 (Homo sapiens), P78536. recombinant ADAM17, EDANS/DABCYL FRET peptide cleavage. inhibition, % at 6.95 µM. 370,000 compounds, 0.83% hits. AID 720648, 2013;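 active = inhibition above the mean of compounds lying between control limits plus 3 SD, set per campaign, cut at about 8.5% in these data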;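 also: 0% = DMSO-only wells as the low control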
ASAP1 GAP inh: inhibitors of human ASAP1 ArfGAP activity, primary screen, biochemical, fluorescence polarization. ASAP1-stimulated ARF1 GTP hydrolysis, GDP FP detection. inhibition, % at 16.5 µM. AID 624377, 2012. 360,000 compounds, 0.19% hits; in the data active = inhibition above about 25%;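 also: 0% = vehicle with enzyme and substrate and 100% = no enzyme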
ARFGAP1 inhibitor: inhibitors of rat ARFGAP1 GAP activity, primary screen, biochemical, fluorescence polarization, GDP tracer | Arfgap1-stimulated ARF1 GTP hydrolysis, GDP FP detection | inhibition, % at 16.5 µM | 360,000 compounds, 0.26% hits | AID 651572, 2012;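 active = inhibition above a per-plate limit, mean inhibition of low control wells plus 3 SD, cut at about 25% in these data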;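 also: 0% = DMSO wells with enzyme and 100% = wells lacking Arfgap1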
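System: truncated rat Arfgap1 GAP domain / Benchmarks: high control wells lacking Arfgap1, low control full reaction with DMSO / Times: compound-enzyme preincubation 20 min, reaction 120 min, detection 60 min, 25 °C / Repeats: one replicate per compound / Also added: human ARF1(Δ1-17)-GTP substrate / Measured by: Tracer-displacement fluorescence polarization with EDTA stop, 620/688 nm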
* = called active by the depositor; i = inactive; . = not tested or not shown.

SMILES	Tn7 DDE FP	ADAM10 inh	DDE Tn6 FP inh	PLCb3 inh	TDP2 absorb	PLCg1 inh	SIAE primary	ADAM17 inh	ASAP1 GAP inh	ARFGAP1 inhibitor
COc1c(/C=C2\SC(=Nc3ccccc3Cl)NC2=O)cccc1[N+](=O)[O-]	10	5	-8	-9	-5	2	-8	-5	-1	-3
O=C(CCNC(=O)c1ccc(Cl)cc1)NCC(c1ccco1)N1CCCCC1 (stereo not drawn)	4	1	-8	-1	-9	-5	-3	-2	-4	10
c1ccc(Cn2c(CNc3nc4ccccc4n3CCN3CCCCC3)nc3ccccc32)cc1	4	15	2	5	-1	1	-1	-2	0	-10
COc1ccc(Cl)cc1NC(=O)CN(C)C(=O)CCCNC(=O)c1ccc(Cl)cc1	-3	1	0	-5	-5	0	-3	-3	21	4
CCNC(=O)Oc1ccc[nH]c1=O	7	1	3	-3	5	-1	2	-2	-9	3
COc1ccc(/C=C/C(=O)OCC(=O)N2CCc3ccccc32)cc1	-2	3	10	-5	-6	1	-5	-2	-1	7
COc1ccccc1C(=O)Nc1cc2cc(Cl)ccc2oc1=O	-8	8	4	3	2	3	-2	0	7	-4
O=C(/C=C/c1ccccc1)CCN1CCCCC1	-1	-12	-5	0	-2	1	-3	-2	-11	-5
CCOC(=O)[C@@H]1[C@H]2COc3ccc(Br)cc3[C@H]2N2C(=O)N(c3ccc(Br)cc3)C(=O)[C@]12C	-6	12	11	4	2	0	-3	9.2*	12	7
CN(N=Nc1ccc([N+](=O)[O-])cc1)c1ccccc1	2	-2	0	-1	-19	4	5	6	-4	4
O=C(N1CCN(Cc2ccc3c(c2)OCO3)CC1)C(Cl)(Cl)Cl	-1	-4	9	1	10	1	-1	-1	-5	-3
CC(C)Cn1c(N)c(C(=O)COC(=O)CCc2nc3ccccc3s2)c(=O)n(C)c1=O	5	5	6	-7	-18	1	-3	-6	2	2
O=C(CSc1nnc(CNC(=O)c2ccc(F)cc2)o1)NCc1ccccc1	6	-3	7	-1	-1	1	5	0	-12	5
O=C(O)c1cc(-c2ccc(N3CCOCC3)cc2)nn1-c1ccc(F)cc1	-4	-2	-1	-10	4	-9	0	0	-6	-2
Cc1cccc(-c2cccc3c4c([nH]c23)[C@@H]2C[C@H](N(C)C(=O)c3ccccc3C)[C@H]([C@H](C)O)CN2CC4)c1	-10	-71	-5	-160	-10	-131	-5	-19	.	.
C=CCS(=O)(=O)c1nc2ccccc2s1	-9	-5	-5	-2	-2	1	1	-2	6	-6
O=C(C1=NOC2(C1)C(=O)Nc1ccccc12)N1CCCCC1 (stereo not drawn)	0	-12	4	0	-4	1	0	-4	1	-14
CCc1cc(-c2nc(N)ncc2-c2csc(C)n2)c(O)cc1OC	5	5	-2	-4	8	-4	0	2	8	-11
Cc1ccc(C)c(N2CCN(C(=O)c3cc4c(C)nc5ccccc5c4o3)CC2)c1	-7	3	-4	-7	7	1	4	-1	6	-9
COC(=O)[C@]12C[C@H](CC(=O)N3CCN(C(=O)C4CC4)CC3)C(=O)N(Cc3cccc4ccccc34)C1=C[C@H](C1CCCC1)O[C@@H]2C	3	3	1	4	-3	3	2	-1	.	.
O=C(O)CCN1C(=O)c2ccc(NC(=O)c3cccs3)cc2C1=O	6	-479	0	i	-4	i	-3	-164	8	-7
CC1CN(Cc2ccccc2)C(=O)N(c2ccccc2)C1=O (stereo not drawn)	7	-6	0	3	7	1	-1	-4	-6	-11
CN1CCN(CCCNCc2cn(CCC#N)c3ccccc23)CC1	-2	2	9	-3	20	0	1	-2	-3	1
COc1cccc(CN(C)C(=O)CNC(=O)c2ccc(-c3ccccc3)cc2)c1OC	5	-3	10	-11	-6	0	-3	1	-6	-1
CC(OC(=O)C1CC(=O)N(Cc2ccccc2)C1)C(=O)Nc1cccc(C#N)c1 (stereo not drawn)	-6	-9	-4	-6	-1	1	-1	-2	-1	14
CC1CC(C)(C)N(C(=O)CN2C(=O)c3ccccc3C2=O)c2ccccc21 (stereo not drawn)	-2	7	7	1	8	2	-2	3	1	11
CCc1ccc(NC(=O)Cc2c(C(=O)O)n(C)c3ccccc23)cc1	2	-7	0	-8	-11	-7	1	-4	6	-4
CCCCCn1c(=O)[nH]c2cc(C(=O)NCCN(CC)CC)ccc2c1=O	3	-92	-8	-200	0	-153	3	-32	5	0
CCOc1ccccc1-c1cc(C(=O)N2CCOCC2)c2ccccc2n1	5	-24	-3	-85	-5	-56	1	-3	8	0
CCCCNC(=O)C1(C)CCN1Cc1cc(C)ccc1C (stereo not drawn)	4	4	-8	-15	1	4	2	0	5	11

Ordered by formula weight (falling): some entries from above
SMILES	Tn7 DDE FP	ADAM10 inh	DDE Tn6 FP inh	PLCb3 inh	TDP2 absorb	PLCg1 inh	SIAE primary	ADAM17 inh	ASAP1 GAP inh	ARFGAP1 inhibitor
COC(=O)[C@]12C[C@H](CC(=O)N3CCN(C(=O)C4CC4)CC3)C(=O)N(Cc3cccc4ccccc34)C1=C[C@H](C1CCCC1)O[C@@H]2C	3	3	1	4	-3	3	2	-1	.	.
CCc1cc(-c2nc(N)ncc2-c2csc(C)n2)c(O)cc1OC	5	5	-2	-4	8	-4	0	2	8	-11
CCc1ccc(NC(=O)Cc2c(C(=O)O)n(C)c3ccccc23)cc1	2	-7	0	-8	-11	-7	1	-4	6	-4
C=CCS(=O)(=O)c1nc2ccccc2s1	-9	-5	-5	-2	-2	1	1	-2	6	-6

Additional compounds.
SMILES	Tn7 DDE FP	ADAM10 inh	DDE Tn6 FP inh	PLCb3 inh	TDP2 absorb	PLCg1 inh	SIAE primary	ADAM17 inh	ASAP1 GAP inh	ARFGAP1 inhibitor
CC(NC(=O)COc1ccc(/C=N/NC(=O)CO)cc1)c1ccccc1 (stereo not drawn)	5	2	-8	-5	21	0	1	1	6	-5
O=c1c(Cl)c(NS(=O)(=O)c2ccccc2)cnn1-c1ccccc1	0	-1	-1	-7	-3	-1	-1	-8	-2	14
Clc1ncccc1-c1nnn(-c2ccccc2Br)n1	-1	-5	3	1	4	2	6	-1	-6	8
Cc1ccc(C(=O)CNc2ccc(Br)cc2)cc1	-3	1	8	2	9	1	2	-3	2	-1
CC1=C(C(=O)Nc2ccccn2)C(c2ccc(Cl)cc2)NC(=S)N1 (stereo not drawn)	2	-10	1	3	0	0	5	-4	8	-4
COc1ccccc1CCNS(=O)(=O)c1ccc(C(=O)O)n1C	0	3	6	-2	-4	1	2	2	-3	-8
CCc1cccc(NC(=O)CC2SC(N3CCCC3)=NC2=O)c1 (stereo not drawn)	-6	-22	1	-8	9	-2	1	-4	1	9
CC(=O)c1ccc(N/C=C\C(=O)c2ccc(C)cc2)cc1	5	-8	-1	-19	5	-17	-7	-2	4	2
CCCCNC(=S)N/N=C/c1cccc(OCC)c1O	11	-7	-2	-268	-7	-185	2	-8	2	-5
CCN(CC1CCCN(CCc2cccc(F)c2)C1)C(=O)c1ccoc1C (stereo not drawn)	5	-1	2	1	13	-2	2	-4	-2	-7
O=C(NCc1cccnc1)c1csc([C@@H]2C[C@H](O)[C@@H](CO)O2)n1	9	0	1	0	-1	2	-1	-4	-1	-13
CN(Cc1ccccc1)C1CCN(Cc2ccccc2[N+](=O)[O-])CC1	-1	-10	-2	1	22	4	4	-1	6	-7
COCCCn1cc(CN2CC(N3CCN(C)CC3)CS2(=O)=O)nn1 (stereo not drawn)	5	-5	2	1	-2	-1	2	-8	-1	-8
Cc1cc(C)c(NC(=S)N(CCc2ccncc2)C(C)C)c(C)c1	-9	3	2	0	-13	5	-6	0	2	3
O=C(CSc1ccc2nnc(-c3cccnc3)n2n1)NCC1CCCO1 (stereo not drawn)	9	-61	3	-28	3	-23	0	-16	1	4

Profiles from above. Order of values: Tn7 DDE FP | ADAM10 inh | DDE Tn6 FP inh | PLCb3 inh | TDP2 absorb | PLCg1 inh | SIAE primary | ADAM17 inh | ASAP1 GAP inh | ARFGAP1 inhibitor
`COCCCn1cc(CN2CC(N3CCN(C)CC3)CS2(=O)=O)nn1` (stereo not drawn) is listed with 5 | -5 | 2 | 1 | -2 | -1 | 2 | -8 | -1 | -8
`CCN(CC1CCCN(CCc2cccc(F)c2)C1)C(=O)c1ccoc1C` (stereo not drawn) is listed with 5 | -1 | 2 | 1 | 13 | -2 | 2 | -4 | -2 | -7

(cont.)
SMILES	Tn7 DDE FP	ADAM10 inh	DDE Tn6 FP inh	PLCb3 inh	TDP2 absorb	PLCg1 inh	SIAE primary	ADAM17 inh	ASAP1 GAP inh	ARFGAP1 inhibitor
CCCCCNC(=O)C(c1ccccc1F)n1c(=O)c(-c2ccco2)nc2ccccc21 (stereo not drawn)	5	-44	-4	-153	11	-114	-22	-19	-2	-10
Cc1ccc2nc(NC(=O)CSc3nncc(=O)n3N)sc2c1	4	-5	-2	3	9	-2	-41	-2	5	-9
O=Cc1cn(-c2ccccc2)nc1-c1ccccn1	-5	-3	3	-3	31*	2	-4	2	3	8
COc1cc(C#CC#CCN2CCCCC2)ccc1O	-2	2	-4	2	9	1	6	-2	5	-3

From PubChem BioAssay

Compounds were not picked by outcome. Share with any hit: about 3.6%.
